V-ATPase pHluor – regulators of yeast V-ATPase proton pumping, primary screen, pHLuorin cytosolic pH fluorescence | 350,000 tested, 0.37% active | S. cerevisiae | AID 504577, 2011 | response, % at 10 µM; in the data active means response mostly above about 7.3%, no sharp cut-off; inactive means mostly below about 5.4%; further: actives read high; inactives centre near 0; some compounds called inactive have numbers as strong as hits; reference of the scale not given here
PKA-R1A activ – activators of PKA-R1A holoenzyme, primary screen, biochemical, fluorescence polarization, Cy5-IP20, bovine R1A, mouse PKAc; activation, % at 11.4 µM; 340,000 tested, 0.083% active; PKA-R1A dissociation; scaled: DMSO 0%, 113 µM cGMP 100%;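 active means percent activation above the mean of all tested compounds plus 3 SD, cut at about 19% in these data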;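 further: higher means more PKAc released from R1A so a rise in polarization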
MOR-DOR inv ag – inverse agonists of MOR-DOR heterodimerization, primary screen, cell-based, luminescence. 340,000 tested, 0.21% active. cell-based MOR-DOR heterodimer luminescence, inverse agonism. inhibition, % at 9.3 µM. Mu-type opioid receptor (Homo sapiens) + Delta-type opioid receptor (Homo sapiens), …; in the data active means inhibition above about 22%, passing the limit was not always enough;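 further: 0% = cells with DMSO and 100% = wells without cells with DMSO; values of inactives mirror those of a sister screen read the other way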
DAGLB inh – DAGLB lipase inhibitors, primary screen, biochemical, fluorescence, HTS. inhibition, % at 5.17 µM. 340,000 tested, 0.059% active. HEK293T DAGLB membrane lysate, EnzChek fluorogenic substrate. Diacylglycerol lipase-beta (Homo sapiens), Q8NCG7; in the data active means inhibition above about 34%;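 further: 0% = enzyme with vehicle and 100% = wells lacking enzyme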
PKA-R2B activ – activators of PKA-R2B holoenzyme, primary screen, biochemical, fluorescence polarization, Cy5-IP20, human. 340,000 tested, 0.079% active. cAMP-dependent protein kinase catalytic subunit beta (Homo sapiens) + cAMP-dependent …. AID 504700, 2011. activation, % at 11.4 µM. PKA-R2B holoenzyme dissociation; R2B truncated from residue 108, S112A mutant; 0% DMSO only, 100% 113 µM cGMP;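 active means activation above a cutoff set at the mean over all compounds plus 3 SD, cut at about 18% in these data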;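 further: higher means more holoenzyme dissociation and a rise in polarization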
Arrestin-AP2 inh – inhibitors of beta-arrestin/AP2 binding, primary screen, biochemical, GPCR trafficking, flow cytometry. beta-arrestin 1 C-terminal peptide binding to AP2 beta2-adaptin appendage (human). FITC-arrestin peptide / GST-AP2 beads; AP2 beta2 appendage carries R879A mutation. inhibition, % at 10 µM. 340,000 tested, 0.31% active;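 active means inhibition above a set limit, near 3 SD of compounds lacking own fluorescence, cut at about 54% in these data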;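 further: plate controls were DMSO wells for no effect and 5 µM unlabelled arrestin peptide for full effect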
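System: GST-tagged AP2 beta2-adaptin appendage (R879A) on 4 µm glutathione beads / Reagent: FITC-arrestin peptide, 50 nM / Detection: HyperCyt-sampled flow cytometry, FL1 channel, ex 488/em 535 nm / Timing: 12 min plus 1 h, RT / Buffer or medium: PBS plus Tween 20 (0.05%) and BSA (0.1%)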
DSG3 Ab inh – inhibitors of pemphigus antibody binding to DSG3, primary screen, biochemical, bead-based, flow cytometry, scFv-GFP; binding (percent of control), % at 10 µM; Desmoglein-3 (Homo sapiens), P32926; 310,000 tested, 0.48% active; DSG3-coupled beads, scFv-anti-DSG3-GFP binding; active compounds read low;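 active means binding more than 3 SD below its plate's average and above zero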;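 further: hits lower antibody fragment binding to DSG3; some compounds called inactive have numbers as strong as hits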
Target sequence (P32926 whole entry, looked up, the tested form may be a part): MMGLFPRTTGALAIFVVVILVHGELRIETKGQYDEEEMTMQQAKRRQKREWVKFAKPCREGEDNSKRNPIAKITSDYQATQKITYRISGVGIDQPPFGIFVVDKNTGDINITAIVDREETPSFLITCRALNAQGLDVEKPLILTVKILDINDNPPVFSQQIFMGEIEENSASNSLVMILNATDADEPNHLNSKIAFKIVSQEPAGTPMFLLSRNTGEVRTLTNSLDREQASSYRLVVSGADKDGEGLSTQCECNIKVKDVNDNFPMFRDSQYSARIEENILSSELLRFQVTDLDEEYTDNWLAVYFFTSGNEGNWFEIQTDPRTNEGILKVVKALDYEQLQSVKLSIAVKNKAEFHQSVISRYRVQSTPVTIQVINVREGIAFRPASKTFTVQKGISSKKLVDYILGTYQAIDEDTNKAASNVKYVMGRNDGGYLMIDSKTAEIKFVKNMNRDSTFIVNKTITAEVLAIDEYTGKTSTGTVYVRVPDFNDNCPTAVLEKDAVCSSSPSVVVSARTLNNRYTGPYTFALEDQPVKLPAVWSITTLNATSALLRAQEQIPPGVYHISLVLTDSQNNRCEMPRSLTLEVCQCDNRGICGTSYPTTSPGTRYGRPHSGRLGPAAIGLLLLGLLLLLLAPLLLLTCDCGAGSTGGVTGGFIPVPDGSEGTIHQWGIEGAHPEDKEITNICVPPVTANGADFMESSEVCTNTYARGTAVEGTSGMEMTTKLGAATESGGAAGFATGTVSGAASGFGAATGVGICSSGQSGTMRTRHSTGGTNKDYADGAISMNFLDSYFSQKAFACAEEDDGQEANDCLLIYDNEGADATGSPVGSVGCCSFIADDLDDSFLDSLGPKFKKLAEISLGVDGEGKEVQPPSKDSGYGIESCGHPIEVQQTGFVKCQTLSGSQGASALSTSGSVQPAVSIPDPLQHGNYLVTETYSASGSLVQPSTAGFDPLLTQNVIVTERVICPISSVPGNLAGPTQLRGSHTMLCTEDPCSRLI
HTR5A ag ctr – HTR5A agonists in luminescence cell assay, primary screen, counter-screen for OPRM1-OPRD1 heterodimer agonist project, full-deck HTS; 5-hydroxytryptamine receptor 5A (Homo sapiens), P47898; cell-based; activation, % at 9.3 µM; 340,000 tested, 0.61% active; AID 504692, 2011; in the data active means activation mostly above about 9.5%, no sharp cut-off; inactive means mostly below about 7.6%;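 further: 0% = cells with vehicle only and 100% = reference agonist; strong numbers were not always called active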
HTR5A inv ctr – HTR5A inverse agonists in luminescence cell assay, primary screen, counter-screen for OPRM1-OPRD1 heterodimer inverse agonist project, full-deck HTS; 5-hydroxytryptamine receptor 5A (Homo sapiens), P47898; HTR5A cell line, inverse agonism; inhibition, % at 9.3 µM; 340,000 tested, 0.083% active; in the data active means inhibition mostly above about 23%, no sharp cut-off; inactive means mostly below about 18%;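 further: 0% = cells with DMSO and 100% = no-cell wells with DMSO; some compounds called inactive have numbers as strong as hits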
OPRM1-OPRD1 ag – agonists of OPRM1-OPRD1 heterodimerization, primary screen, cell-based, luminescence; cells; 340,000 tested, 0.3% active; activation, % at 9.3 µM; in the data active means activation above about 18%;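 further: 0% = vehicle-treated cells and 100% = reference agonist; values of inactives mirror those of a sister screen read the other way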
* marks the source's active call; other numbers are inactive results; nt = not tested or not shown. The order is random; overall some 2.4% were active at least once.

The first 2 compounds, to show the layout:
SMILES	V-ATPase pHluor	PKA-R1A activ	MOR-DOR inv ag	DAGLB inh	PKA-R2B activ	Arrestin-AP2 inh	DSG3 Ab inh	HTR5A ag ctr	HTR5A inv ctr	OPRM1-OPRD1 ag
CC1Cc2ccccc2N1C(=O)CN1CCN(Cc2ccccc2)CC1 (stereo not drawn)	0	-12	1	3	5	1	100	6	-23	-0.3
COc1ccc2nc(NC(=O)c3cccc(-c4cc5ccccc5oc4=O)c3)sc2c1	0	-7	-2	12	10	1	98	3	-35	0.4

Main list, previewed entries included:
SMILES	V-ATPase pHluor	PKA-R1A activ	MOR-DOR inv ag	DAGLB inh	PKA-R2B activ	Arrestin-AP2 inh	DSG3 Ab inh	HTR5A ag ctr	HTR5A inv ctr	OPRM1-OPRD1 ag
CC1Cc2ccccc2N1C(=O)CN1CCN(Cc2ccccc2)CC1 (stereo not drawn)	0	-12	1	3	5	1	100	6	-23	-0.3
COc1ccc2nc(NC(=O)c3cccc(-c4cc5ccccc5oc4=O)c3)sc2c1	0	-7	-2	12	10	1	98	3	-35	0.4
CS(=O)(=O)N(Cc1ccccc1)c1ccc(C(=O)N2CCN(c3cccc(Cl)c3)CC2)cc1	-3	-9	-10	6	1	-3	102	5	-23	1.9
CCOC(=O)C1CCN(C(=O)Cn2cc(C(=O)C3CC3)c3ccccc32)CC1	1	4	8	-7	-2	-8	98	4	10	-1.4
CCCN1C(=O)c2cc(C(=O)NCCc3cccc(C)c3)ccc2C1O (stereo not drawn)	1	7	6	1	-8	14	107	-2	7	-1.2
CCCC(=O)Nc1nc2nc(-c3ccccc3)cc(=O)n2[nH]1	0	-12	5	0	-3	-74	109	-1	-9	-0.8
C=CCn1c(SCC(=O)NC2CCCCC2)nnc1-c1ccc(OC)cc1	1	-1	3	0	-5	-6	100	-1	3	-0.6
Cc1noc(C)c1CSCC(=O)Nc1nc2ccc(F)cc2s1	-1	-10	-1	0	0	20	101	-1	2	0.2
S=C1NCCOCCNC(=S)NCCOCCOCCOCCN1	1	-6	-4	0	-5	15	100	0	-1	0.8
COc1cc(C(=O)N2CCN(S(=O)(=O)c3ccc(F)cc3)CC2)cc(OC)c1OC	-1	0	0	-3	2	1	104	2	-22	0.1
CCOC(=O)N1CCN(C(=O)CSc2ccc3nnc(-c4cccnc4)n3n2)CC1	-4	-6	3	-1	-6	11	109	-1	3	-0.7
O=C(Cn1cnc2scc(-c3ccc(F)cc3)c2c1=O)NCC(c1ccco1)N1CCCC1 (stereo not drawn)	1	2	5	-1	11	-5	108	3	-9	-0.8
COc1ccc2cc3cc(C(=O)N4CCN(c5ccccc5)CC4)oc3nc2c1	2	-1	9	-1	2	17	95	0	-21	-1.5
CC1(c2cc(C(F)(F)F)n3nc(C(=O)O)cc3n2)CC1	-2	3	-9	-2	4	2	104	10	-27	1.4
COc1ccc(S(=O)(=O)N2CCN(C3CC4CCC3C4)CC2)cc1 (stereo not drawn)	1	-1	-24	-10	-1	12	110	0	-17	3.8
O=C(NNC1CC(=O)N(c2ccc(Br)cc2)C1=O)c1cccs1 (stereo not drawn)	-4	-1	12	2	6	1	101	5	-15	-2.2
CCC(C)NC(=O)Cn1cccc1C(=O)c1ccccc1 (stereo not drawn)	0	5	4	0	-4	3	102	-1	2	-0.6
CC(=NNC(=O)c1ccncc1)c1ccccc1Cl	-1	5	-1	2	-4	6	117	4	-16	0.2
CC1=NN(C(C#N)c2cccc([N+](=O)[O-])c2)C(C)(C)C1 (stereo not drawn)	0	3	10	1	-3	-6	101	3	2	-1.9
CCCOC(=O)c1cccc(NC(=O)C(C)(C)C)c1	-1	0	7	-1	-9	6	nt	0	7	-1.1
Cc1ccc(S(=O)(=O)N2CCN(CC(=O)N3CCCC3)CC2)c(C)c1	3	-1	11	-3	7	26	104	-3	-1	-2.8
CCCCC(=O)NCCc1cc2c(C)ccc(C)c2[nH]c1=O	1	-9	4	4	-19	11	102	-1	3	-0.7
O=[N+]([O-])c1ccc(OCCN2CCCCCC2)cc1	6	-7	6	4	7	nt	111	-4	13	-0.8
CCCn1nnc(NC(=O)/C=C/c2ccccc2)n1	2	0	6	0	1	-4	103	3	-7	-1.3
O=c1[nH]c(CSc2nnc(-c3cccnc3)n2C2CCCCC2)nc2ccccc12	-3	-6	9	2	-5	2	96	6	-55	-1.7
COc1ccc(-n2c(C)nnc2SCC(=O)N2C(C)CCCC2C)cc1 (stereo not drawn)	-1	-2	0	0	2	17	nt	-2	7	0.0
CCCCCOC(=O)C1[C@H]2C(=O)N(c3ccccc3CC)C[C@]23C=C[C@H]1O3 (stereo partly drawn)	0	-2	7	-2	-2	29	103	-6	9	-1.2
S=C(NCc1ccccn1)Nc1ccc(Cl)c(Cl)c1	2	-10	-11	-1	2	1	nt	-7	15	2.3
O=C(O)c1cccc(NC(=O)c2ccc3c(c2)C(=O)N(CC2CCCO2)C3=O)c1 (stereo not drawn)	-12	-1	12	2	1	7	98	0	-24	-2.4
NC(=O)C(CC(=O)O)NC(=O)[C@@H]1CCCNc2c(I)cc([N+](=O)[O-])cc2C(=O)N[C@@H](CO)C(=O)N[C@@H](Cc2ccc(O)cc2)C(=O)N1 (stereo partly drawn)	0	-9	8	4	-7	1	95	-1	26	-1.4
CCOC(=O)c1c(NC(=O)Cc2cccs2)sc2c1CCCC2	3	-2	-26	-21	-8	-1	102	-2	7	4.9
COc1cccc(C(=O)Nc2cccc3c2ccc2cccn23)c1	0	-9	14	0	9	11	114	2	-4	-3.0
COc1cc(C)ccc1OCCCON1C(=O)CCC1=O	-1	-5	6	2	-7	12	105	7	-18	-1.1
Cc1ccc2cc3cc(C(=O)N(CC(=O)NC4CCCC4)c4cccc(C)c4C)sc3nc2c1	1	0	4	-2	-3	14	95	0	-6	-0.7
CCN(CC)CCN(C(=O)c1ccc(S(=O)(=O)N2CCCCC2)cc1)c1nc2cc3c(cc2s1)OCO3	1	-3	-1	-4	10	11	86	1	7	0.2
COc1cc(/C=C/C(=O)O)cc(S(=O)(=O)NCC2CCCO2)c1OC (stereo not drawn)	4	-3	8	0	2	7	106	-2	5	-1.4
COc1ccccc1NC(=O)C1=C(C)NC2=C(C(=O)CC(c3ccc(OC)c(OC)c3)C2)C1c1coc2ccccc2c1=O (stereo not drawn)	-1	-11	7	-2	-21	-6	123	5	-18	-1.3
CCOC(=O)CNC(=O)CSc1nnc(-c2ccccc2OC)n1CC	1	-3	14	-1	-1	-13	108	-1	1	-3.3
Cn1cccc1Cc1nnc(SCC(=O)NCc2ccco2)n1-c1ccc(F)cc1	-1	-5	10	3	-2	10	126	3	-6	-1.8
CC(=O)c1nn(-c2cccc(Cl)c2)cc1C(=O)c1ccco1	-6	-10	2	0	-9	-8	119	-3	-18	-0.5
C/C(=N\N1CCN(C)CC1)c1ccc(OC(F)F)cc1	0	4	15	0	7	11	95	-4	11	-2.9
NC(=O)c1cc(NC(=O)c2ccc(NS(=O)(=O)c3cccs3)cc2)cc(C(N)=O)c1	3	-5	11	1	-6	10	113	1	-2	-2.0
Cn1c2c(c(=O)n(C)c1=O)C(NS(=O)(=O)c1ccccc1)(C(F)(F)F)C(=O)N2 (stereo not drawn)	-1	-3	5	6	-7	13	105	-1	1	-0.8
Cc1nc2nc(C)c(NS(=O)(=O)c3cccs3)c(=O)n2[nH]1	1	-5	2	-1	1	-9	nt	1	0	-0.3
Cc1c(C(=O)c2ccccc2)c2ccccn2c1CCC#N	0	-2	4	5	-5	11	99	4	-13	-0.8
Cc1ccc(-c2nnc(CSc3nnc(COc4cccc5ccccc45)n3-c3ccccc3)o2)cc1	-1	-10	12	-3	-1	2	116	6	-14	-2.1
O=C1NC2(CCOc3ccccc32)C(=O)N1CC(=O)N(Cc1ccccc1)C1CCS(=O)(=O)C1 (stereo not drawn)	4	5	6	0	-3	12	101	3	-9	-1.0
CCC(=O)c1ccc(OCC(O)CN2C(=O)NC(C)(C)C2=O)cc1 (stereo not drawn)	-1	9	5	1	1	4	nt	7	-20	-1.0
COc1ccc(/C=N/NC(=O)c2cc[n+]([O-])cc2)cc1	-2	-5	7	0	-2	20	125	-1	-16	-0.8
Cc1sc(-c2ccncc2)nc1OC(=O)c1ccc(F)cc1F	-2	-9	-7	-1	0	-5	100	9.8*	-26	1.2
O=C1c2c(Cl)c(Cl)c(Cl)c(Cl)c2C(=O)N1c1nccs1	-2	0	-1	-2	-5	7	111	-1	4	0.3
Cn1ncc(Cl)c1C(=O)NC1C2CC3CC(C2)CC1C3 (stereo not drawn)	0	-6	-9	0	0	-2	85	4	-11	1.4
COC(=O)c1cc(S(=O)(=O)N(C)C2CCCCC2)cn1C	6	0	14	0	0	0	116	5	6	-2.8
Cc1ccccc1CNC(=O)Cn1ccc2cc(S(=O)(=O)N3CCCCCC3)ccc21	0	-1	5	-2	-5	-4	nt	2	3	-0.9
O=C(c1csc2ccccc12)N1CCCCCC1	-1	4	10	-3	7	4	99	3	-8	-1.9
O=C(CSCc1ccccc1)N1CCN(c2cccc(C(F)(F)F)c2)CC1	-4	2	-22	-9	-7	6	97	2	0	3.7
COc1cccc(C(c2c(N)n(C)c(=O)n(C)c2=O)C(C)[N+](=O)[O-])c1 (stereo not drawn)	0	4	2	-1	3	13	nt	-2	6	-0.5
CCCCNC(=O)CSc1nc2ccccc2c(=O)n1CCNC(C)=O	0	-9	13	1	-4	1	99	-3	10	-3.0
O=C(CN1CCCCC1)N/N=C/c1cccc(Cl)c1	-2	-3	9	0	-1	10	112	0	1	-1.8
Cc1cc(N2CCN(C)CC2)nc2ccc(NC(=O)CCC(=O)NCCC(C)C)cc12	-4	-7	14	2	-3	1	105	3	-7	-2.7
Other results follow:
SMILES	V-ATPase pHluor	PKA-R1A activ	MOR-DOR inv ag	DAGLB inh	PKA-R2B activ	Arrestin-AP2 inh	DSG3 Ab inh	HTR5A ag ctr	HTR5A inv ctr	OPRM1-OPRD1 ag
CCOc1cc(/C=N/NC(=O)CN2CCOCC2)ccc1OCc1ccc(Cl)cc1	-3	-4	0	1	-19	30	101	3	24	0.0
CSc1nc(C)c2c(c1C#N)CCCC2	3	-6	-14	-6	-9	4	89	4	-29	2.5
CN(Cc1ccco1)S(=O)(=O)c1csc(C(N)=O)c1	6	2	-4	-4	8	3	109	-3	-12	0.7
COc1ccc(S(=O)(=O)Nc2ccccc2C(=O)NCc2cccnc2)cc1	5	0	13	2	12	-11	107	-3	7	-2.1
